# Casp6 inh: blocks human caspase-6 cleavage activity | hit rate 0.53% among 350,000 | P55212 | inhibition, % at 12.5 µM | purified caspase-6, Z-VEID-R110 cleavage fluorescence;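 active means mean inhibition across replicates at least about 35%, with every replicate also reaching that limit, limit read from the data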;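 further: 0% = median of neutral control wells and 100% = no fluorescence left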
# Target sequence (P55212 24-179 limits assumed): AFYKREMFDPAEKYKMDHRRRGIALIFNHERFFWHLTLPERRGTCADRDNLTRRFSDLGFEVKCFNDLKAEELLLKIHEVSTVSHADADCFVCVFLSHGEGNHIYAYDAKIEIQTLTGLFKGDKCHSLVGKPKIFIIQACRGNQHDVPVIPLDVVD
# Target sequence (P55212 194-293 limits assumed): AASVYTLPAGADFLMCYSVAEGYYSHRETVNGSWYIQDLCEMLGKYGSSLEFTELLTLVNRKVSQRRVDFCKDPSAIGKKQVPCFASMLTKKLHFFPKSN
# LGR2 inh: Drosophila LGR2 receptor signaling inhibition | hit rate 0.35% among 380,000 | AID 720647 | inhibition, % at 9.99 µM | HEK293 LGR2, CRE-luciferase, bursicon-stimulated, 4 h;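 active means drop in luminescence signal, shown as inhibition above about 50% in the replicate tests, limit read from the data, passing the limit was not always enough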;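 further: agonist challenge used bursicon conditioned medium at about half maximal strength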
# Cneo AK release: Cryptococcus neoformans lysis via adenylate kinase release. C. neoformans lysis, adenylate kinase release luminescence, 4 h; normalised: neutral wells 0, clomiphene wells 100. lysis activity, % at 15 µM. hit rate 0.2% among 360,000. AID 651654;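 active means mean lysis activity across replicates of at least 80%, whatever share of replicates individually reach that level; inactive means mean lysis activity below 80%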
#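 Material – Cryptococcus neoformans yeast cells · Quantity – 5 × 10^6 yeast cells/mL · Buffer or medium – YPD medium · Compound – single dose · Timing – 4 h static compound exposure, 37 °C, read 1 h post-reagent · Signal – adenylate kinase release luminescence · Read-out basis – lysis from increased AK signal · Benchmarks – Clomiphene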
# PGC1a acetyl inh: PGC1a acetylation modulation, inhibitor mode. U2OS PGC1a acetylation, AlphaScreen anti-acetyl-lysine; with virally co-expressed GCN5 acetyltransferase. inhibition, % at 15.6 µM. hit rate 0.17% among 350,000;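 active means every replicate shows inhibition of at least 40%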;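 further: 0% = neutral control wells and 100% = positive control wells; some results beyond the cut were filed as inactive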
# PAX8 reporter: lowers PAX8-driven luciferase in RMG-I cells. RMG-I TPO-luciferase reporter, SteadyGlo, 24 h. inhibition, % at 12.6 µM. hit rate 1.2% among 360,000. AID 652154;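 active means mean replicate inhibition at least 60% with every replicate also reaching 60%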;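 further: luciferase light reporting Pax8 driven TPO promoter activity; plate controls were median of neutral control wells for no effect and mitoxantrone controls for full effect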
# EWS-Fli block: inhibitors of EWS/Fli oncoprotein transcriptional activity | A673 NR0B1-luciferase reporter, viability-normalised | AID 651661 | inhibition, % at 12.6 µM | hit rate 0.67% among 350,000;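 active means mean inhibition of at least 50% after viability correction, with every replicate also passing that limit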;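 further: firefly luciferase signal divided by Alamar Blue viability fluorescence both relative to DMSO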
# miR122 inh: blocks miR-122 activity in Huh7 sensor cells; hit rate 0.3% among 340,000; Huh7 miR-122 Renilla luciferase sensor, 48 h; neutral wells = 0, positive control = 100; activation (reporter increase), % at 12.5 µM;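 active means mean replicate activation score at least 90 and every replicate individually at or above 90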;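 further: higher luciferase means less miR-122 activity so hits act as miR-122 inhibitors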
# FN deposition inh: fibronectin deposition inhibition. AID 743247. hit rate 0.086% among 350,000. inhibition, % at 12.6 µM. AH1F fibroblasts, Alexa488-fibronectin deposition fluorescence, overnight;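 active means mean inhibition across replicates of 30% or more, regardless of how many single replicates reach that level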;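 further: positive control wells lacked labelled fibronectin entirely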
#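 Assay system: AH1F fibroblasts / Quantity: 10000 cells per well / Medium: DMEM plus 2% serum, read in PBS / Reagent: labelled fibronectin 24 nM / Dosing: single dose, pinned / Times: 1 h cell attachment, overnight exposure to compound and label / Signal: fluorescence, ex 485 nm, em 525 nm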
# An asterisk follows results filed as active; . = not tested or not shown; & = joins results of further samples; [ ] = remark or other dose.
SMILES	Casp6 inh	LGR2 inh	Cneo AK release	PGC1a acetyl inh	PAX8 reporter	EWS-Fli block	miR122 inh	FN deposition inh
CO[C@H]1CN(C)C(=O)c2ccc(NC(=O)Nc3ccc(F)cc3)cc2OC[C@H](C)NC[C@H]1C	-6.4	4.4	-6.7	.	15.6	1.9	0.6[16.7 µM]	-6.1
COc1ccccc1-c1ccc2c(c1)O[C@@H](CN(C)S(=O)(=O)c1ccc(C)cc1)[C@H](C)CN([C@@H](C)CO)S2(=O)=O	2.2	20.0	-4.6	-7.7	17.9	3.1	-3.8[16.7 µM]	.
COc1ccc(CCCN2CCC(CN3C(=S)NC[C@@H]3Cc3ccccc3)CC2)cc1OC	-7.7	-7.5	1.1	-2.2	31.9	20.5	-6.1	0.4
COC(=O)Nc1nnc(COc2ccccc2)s1	-2.9	8.1	-5.5	1.3	-6.9	-13.7	0.6	3.2
CCOC(=O)N1CCC(Nc2c(NCCCN(CC)Cc3ccccc3)c(=O)c2=O)CC1	-43.5&-39.5	6.8	-0.9&2.3	-10.6&-1.3	-20.4&-6.5	-3.7&0.1	1.8&-0.3	-5.2&-5.0
CNc1ccc(/C=C/C(=O)c2cccc3ccccc23)cc1[N+](=O)[O-]	2.0	.	.	.	13.0	-1.0	.	2.1
C[C@H]1CN([C@@H](C)CO)S(=O)(=O)c2ccc(C#CCN(C)C)cc2O[C@H]1CN(C)C(=O)C1CC1	.	-2.5	.	-8.4	.	-25.1	5.8[16.7 µM]	-12.4
COc1ccc2c(c1)CC/C2=N\OC(=O)c1ccccc1OC	-2.4	-60.6	-6.8	1.0	-33.7	0.3	-5.2	-3.4
CCCCNC(=O)N1CCN(S(C)(=O)=O)CC1	-2.8	-11.2	.	0.2	-2.7	0.6	-5.1	1.4
Cc1ccc(S(=O)(=O)N(C)C[C@H]2Oc3ccc(NC(=O)NC4CCCCC4)cc3CC(=O)N([C@@H](C)CO)C[C@H]2C)cc1	-0.2	9.3	0.0	-8.2	-8.3	0.4	-2.6[16.7 µM]	.
Cc1ccc(S(=O)(=O)Nc2ccc3c(c2)C(=O)N([C@H](C)CO)C[C@H](C)[C@@H](CN(C)Cc2ccccc2)OCCCC[C@H](C)O3)cc1	.	5.7	-2.8	-2.8	-7.6	-8.1	-6.3[16.7 µM]	3.0
COc1cccc(C2C(C#N)=C(N)N(N(C)C)C3=C2C(=O)CCC3)c1 (stereo unspecified)	1.7	-8.6	-3.8	16.9	13.0	12.2	-0.6	6.4
COc1ccc(CN(C)C[C@H]2OCCCC[C@@H](C)Oc3ccc(NS(=O)(=O)c4c(C)noc4C)cc3C(=O)N([C@@H](C)CO)C[C@@H]2C)cc1	.	-4.3	3.2	2.2	-19.5	-1.7	-3.6[16.7 µM]	.
O=C(NC1CCCCC1)[C@@H]1[C@@H](CO)[C@@H]2Cn3c(cccc3=O)[C@H]1N2CC1CCCC1	1.6	0.1	.	0.7	.	3.3	.	-3.9
CCN1C(=O)[C@H]2[C@H]3CN=C(SCC(=O)c4ccccc4)N3[C@@](C)(C(=O)OC)[C@H]2C1=O	0.3	-6.2	-0.4	9.2	-6.5	-5.3	-0.2	-9.2
O=C1CC2(CCN(C(=O)c3ccc(Br)cc3)CC2)Oc2ccccc21	2.3	-3.7	1.2	.	22.9	9.2	3.3	6.0
COc1ccc(CC(=O)Oc2ccc(C#N)cc2)cc1	0.0	2.4	-2.8	-2.9	-12.3	-8.2	0.3	1.0
COc1ccc(CC(=O)NCC(=O)N/N=C/c2sccc2C)cc1	0.9	6.4	-0.1	4.5	6.4	1.2	0.7	1.9
COc1cccc(S(=O)(=O)N(C)C[C@@H]2OCc3ccccc3-c3c(n(C)c4ccccc34)C(=O)N([C@@H](C)CO)C[C@H]2C)c1	.	.	.	-6.3	8.0	13.9	.	6.2
CC1(C)CC(=O)C(N=Nc2ccc(Br)cc2)=C(O)C1	-1.4	-18.6	-2.5	5.6	15.1	-50.2	-12.2	1.2

# Looked up above:
# In PGC1a acetyl inh, `COC(=O)Nc1nnc(COc2ccccc2)s1` has 1.3
# In Casp6 inh, `CCCCNC(=O)N1CCN(S(C)(=O)=O)CC1` has -2.8
# In FN deposition inh, `CCOC(=O)N1CCC(Nc2c(NCCCN(CC)Cc3ccccc3)c(=O)c2=O)CC1` has -5.2&-5.0
# In Casp6 inh, `O=C(NC1CCCCC1)[C@@H]1[C@@H](CO)[C@@H]2Cn3c(cccc3=O)[C@H]1N2CC1CCCC1` has 1.6
# In FN deposition inh, `O=C1CC2(CCN(C(=O)c3ccc(Br)cc3)CC2)Oc2ccccc21` has 6.0

# (listing goes on)
SMILES	Casp6 inh	LGR2 inh	Cneo AK release	PGC1a acetyl inh	PAX8 reporter	EWS-Fli block	miR122 inh	FN deposition inh
CCOc1ccccc1N(C(=O)CNC(=O)c1ccco1)C(C(=O)NC1CCCC1)c1ccncc1 (stereo unspecified)	.	-0.2	.	.	-9.2	11.2	10.7	13.5
COCCNS(=O)(=O)c1cc(C)c(C)cc1C	1.0	.	.	.	32.9	8.4	.	1.8
COc1ccc(NC(=O)CCC(=O)Nc2nnc(CC(C)C)s2)cc1Cl	0.3	-3.8	-2.5	-5.5	1.4	.	-2.5	-9.2
COc1ccc(NC(=O)c2nc[nH]c2C(=O)N(C)CCO)cc1	0.6	-17.8	-0.1	.	-7.4	-2.6	3.0	8.5
COc1ccc2cc(C(=O)NC3CCCCC3)c(=O)oc2c1	.	-33.6	-0.2	9.5	.	.	-1.3	.
Cc1cc2oc(=O)cc(CN3CCOCC3)c2cc1Cl	4.1	3.0	1.4	-3.5	-8.0	-5.0	-8.9	-0.8
O=c1[nH]c(/C=C/c2ccc(Cl)cc2Cl)c([N+](=O)[O-])c(=O)[nH]1	28.5	0.9	0.0	13.0	2.5	19.0	-4.0	-0.7
[N-]=[N+]=Nc1ccccc1C[C@]1(C(=O)NCc2ccccc2)COC(c2ccc(OCCCO)cc2)=N1	-3.2	.	-0.7	.	7.0	4.7	.	.
C[C@H](CO)N1C[C@H](C)[C@@H](CN(C)S(=O)(=O)c2ccc(F)cc2)OCCCC[C@H](C)Oc2ccc(NC(=O)CCCN(C)C)cc2C1=O	1.7	-10.7	-2.6	4.6	-21.3	-3.0	1.7[16.7 µM]	5.8
CCCNC(=O)N(C)C[C@H]1Oc2ncc(C3=CCCCC3)cc2C(=O)N([C@H](C)CO)C[C@@H]1C	-1.1	2.1	-1.1	-15.1	.	-2.1	5.2[16.7 µM]	.
Cc1ccc(NC(=O)CN(C)C(=O)c2cn(Cc3ccccc3)nc2-c2cccnc2)cc1	-0.2	-17.2	1.3	.	3.5	-0.6	16.1	-2.4
COc1ccc(N=C/C=C2/C=C(c3ccccc3)OC(C)(C)O2)cc1	-1.8	5.5	0.1	.	17.7	12.8	-18.6	0.0
O=C(C[C@@H]1CC[C@@H]2[C@H](COC[C@@H](O)CN2C(=O)Nc2ccc(F)cc2)O1)NCCc1ccccc1	-0.7	9.4	2.7	-5.1	2.8	-2.1	-5.2[16.7 µM]	0.0
O=C(c1ccccc1Cl)N1CCN(S(=O)(=O)c2cccs2)CC1	-2.6	1.2	1.6	-3.3	9.2	.	.	.
O=C(O)c1ccc(S(=O)(=O)NCC2CCCO2)cc1 (stereo unspecified)	-1.3	-0.9	-0.2	.	24.5	19.8	.	7.9
CCCc1ncc(C(O)(c2ccccc2)c2ccc(C)cc2)n1C (stereo unspecified)	.	7.9	1.8	-1.6	0.5	.	-4.9	3.0
CCC(COC)NC(=O)CCc1nnc(Cc2c[nH]c3ccccc23)o1 (stereo unspecified)	-1.8	4.3	-2.0	-4.1	30.4	6.0	0.6	-3.6
CCC(=O)N1CC2(C1)[C@H](c1ccccc1)[C@@H](CO)N2Cc1ccccc1F	0.6	15.9	.	-0.2	-4.6	0.9	.	.
CN(c1ccccc1)c1nccc(=O)[nH]1	1.2	-22.6	-1.0	-7.4	-5.9	3.5	-1.2	1.6
C=C1CCN([C@@H](CC(C)C)C(=O)NCCC(C)C)S(=O)(=O)c2ccccc21	1.8	15.3	-1.8	-22.6	-0.4	-0.8	-1.4	6.7

# Given with values under each structure: part of the list above.
# The line under a structure holds: Casp6 inh	LGR2 inh	Cneo AK release	PGC1a acetyl inh	PAX8 reporter	EWS-Fli block	miR122 inh	FN deposition inh
CCCc1ncc(C(O)(c2ccccc2)c2ccc(C)cc2)n1C (stereo unspecified)
    .	7.9	1.8	-1.6	0.5	.	-4.9	3.0
CCC(COC)NC(=O)CCc1nnc(Cc2c[nH]c3ccccc23)o1 (stereo unspecified)
    -1.8	4.3	-2.0	-4.1	30.4	6.0	0.6	-3.6

# Other entries:
SMILES	Casp6 inh	LGR2 inh	Cneo AK release	PGC1a acetyl inh	PAX8 reporter	EWS-Fli block	miR122 inh	FN deposition inh
C[C@@H]1CN([C@@H](C)CO)C(=O)CCCn2cc(nn2)CO[C@H]1CN(C)S(=O)(=O)c1ccc(Oc2ccccc2)cc1	0.5&1.0	8.3	-1.5&15.3	8.8&-9.5	0.5	-3.4&3.4	-0.3&-0.9[16.7 µM]	3.0
COCC(=O)N1C[C@@H](C)[C@@H](OC)CN(C)C(=O)c2cc(NC(=O)Nc3ccccc3)ccc2OC[C@H]1C	.	17.4	6.1	-9.5	.	-5.6	0.9[16.7 µM]	.
Cc1noc(C)c1NC(=O)Nc1cccc2c1O[C@@H](CN(C)C(=O)Nc1c(C)noc1C)[C@@H](C)CN([C@H](C)CO)C2=O	.	2.3	-8.0	5.9	10.1	-1.5	-0.5[16.7 µM]	.
N#Cc1ccc(C(=O)NCC(c2ccco2)N2CCCCC2)cc1 (stereo unspecified)	.	13.7	-2.2	11.6	.	.	-5.1	.
COc1ccc2c3c(n(C)c2c1)[C@H](CO)N(C(C)=O)CC31CN(C(=O)Nc2ccccc2F)C1	0.4	-3.6	.	3.6	.	5.8	.	.
O=C(C[C@@H]1CC[C@H]2[C@@H](COC[C@H](O)CN2Cc2ccc(C(F)(F)F)cc2)O1)N1CCc2ccccc2C1	.	-5.9	1.2	1.6	.	.	-4.7[16.7 µM]	8.3
COC(=O)C[C@H]1C[C@H]2c3cc(NC(=O)C4CCOCC4)ccc3O[C@H]2[C@@H](CO)O1	0.6&2.8	-1.0	1.1	4.5&4.3	-7.5	-1.3	-4.7	-0.8&-10.4
Cc1cccc(N(Cc2cc3ccccc3[nH]c2=O)C(=O)c2cccs2)c1	-0.4	10.5	.	-15.8	-0.6	2.1	.	1.6
Cc1noc(C)c1S(=O)(=O)Nc1ccc2c(c1)C(=O)N([C@H](C)CO)C[C@H](C)[C@@H](CN(C)S(=O)(=O)c1ccc(F)cc1)O2	-1.2&2.7	-10.9&-8.3	0.1	1.9&-1.4	-23.3&2.0	-3.6&9.7	-8.9	10.4
C[C@@H]1CN([C@H](C)CO)C(=O)Cc2cc(NS(=O)(=O)c3ccccc3)ccc2O[C@@H]1CN(C)S(C)(=O)=O	1.0	-9.0	1.6	8.4	4.9	-6.1	1.5[16.7 µM]	.
COCC(=O)Nc1ccc2c(c1)[C@@H]1C[C@@H](CC(=O)N3CCN(C)CC3)O[C@@H](CO)[C@@H]1O2	.	-0.9	-3.6	-0.9	4.0	3.3	1.2[16.7 µM]	-20.2
N#Cc1cc2c(nc1SCC(=O)Nc1sc3c(c1C#N)CCC3)CCC2	.	.	-1.2	-4.9	.	.	0.1	-0.8
O=C(N/N=C/c1cn(CCOc2ccccc2)c2ccccc12)c1ccncc1	.	-11.2	1.4	-10.4	-26.2	.	-1.5	-3.6

# Source: PubChem (Broad Institute)
